KCNK9 block = human KCNK9 channel inhibition; Q9NPC2; HEK293 KCNK9, FluxOR thallium flux fluorescence; active compounds read low; B-score at 10 µM; 310,000 tested, 1.2% active;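 active = ratio B-score over 3 SD below the library mean, with starting fluorescence within 5 SD of its mean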;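 also: negative B-score means less thallium flux so channel inhibition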
Target sequence (Q9NPC2 whole entry, looked up): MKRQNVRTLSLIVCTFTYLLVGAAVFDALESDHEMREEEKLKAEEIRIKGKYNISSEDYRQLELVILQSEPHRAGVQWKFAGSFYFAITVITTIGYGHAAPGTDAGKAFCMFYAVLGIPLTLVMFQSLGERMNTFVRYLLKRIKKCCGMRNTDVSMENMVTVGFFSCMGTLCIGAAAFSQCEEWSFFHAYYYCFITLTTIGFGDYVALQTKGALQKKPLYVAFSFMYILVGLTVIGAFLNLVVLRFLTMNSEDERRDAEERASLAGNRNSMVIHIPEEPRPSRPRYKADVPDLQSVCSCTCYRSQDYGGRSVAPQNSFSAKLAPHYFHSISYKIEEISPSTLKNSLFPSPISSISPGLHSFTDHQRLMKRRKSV
MrgX1 ag = activates human MrgX1 receptor signaling; 310,000 tested, 0.44% active; MrgX1-HEK293 cells, Fluo-4 calcium fluorescence, agonist mode; active compounds read high; Q96LB2; B-score at 10 µM;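 active = calcium response B-score plate-corrected fluorescence ratio at least 3 library SD, with starting fluorescence B-score inside 5 SD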
Target sequence (Q96LB2 whole entry, looked up): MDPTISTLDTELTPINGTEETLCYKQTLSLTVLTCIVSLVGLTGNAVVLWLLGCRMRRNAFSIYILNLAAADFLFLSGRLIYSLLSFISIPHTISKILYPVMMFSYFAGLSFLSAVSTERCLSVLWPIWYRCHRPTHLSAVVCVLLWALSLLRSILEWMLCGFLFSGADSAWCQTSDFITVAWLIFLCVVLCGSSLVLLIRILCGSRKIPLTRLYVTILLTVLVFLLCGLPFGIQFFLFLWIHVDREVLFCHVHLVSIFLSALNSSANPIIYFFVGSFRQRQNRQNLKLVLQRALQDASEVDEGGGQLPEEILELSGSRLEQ
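times = overnight plating, then 30 min 37 °C plus 30 min room-temperature dye loading | assay system = stable human MrgX1 HEK293 cell line | input = fifteen thousand cells per well | signal = kinetic calcium dye fluorescence, Fluo-4 NW | dosing = compound delivered in addition one of three | read-out = B-scored fluorescence response ratio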
RGS4 act = potentiators or activators of RGS4. HEK293 M3R/inducible RGS4, carbachol calcium flux Fluo4; active compounds read low. B-score at 10 µM. 310,000 tested, 0.92% active. AID 463111;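 active = B-score of the integrated calcium signal more than 4 SD below the library mean, with starting fluorescence not abnormally high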;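 also: negative B-score means reduced calcium response which marks RGS4 activation or potentiation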
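test system = M3R-expressing HEK293 line, RGS4 induced by doxycycline | probe or stimulus = carbachol at ECmax as muscarinic agonist stimulus | timing = dye loading 30 min 37 °C, buffer rest 30 min RT | signal = calcium dye Fluo4 fluorescence | evaluation = B score from integrated fluorescence ratio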
KCNQ1 inh = blocks the human KCNQ1 potassium channel; P51787; CHO-K1 KCNQ1, FluxOR thallium flux fluorescence; active compounds read high; B-score at 10 µM; 310,000 tested, 1.3% active; AID 2642;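 active = compounds whose thallium flux B-score, printed positive for inhibition, exceeds three library SD while starting fluorescence stays within three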;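 also: channel opened by potassium depolarization with thallium stimulus after 20 min compound exposure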
MrgX1 allo act = allosterically activates human MrgX1 receptor signaling; Q96LB2; MrgX1-HEK293, Fluo-4 calcium flux, FDSS; active compounds read high; B-score at 10 µM; 310,000 tested, 0.63% active;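 active = plate-corrected calcium response at least 3 library SD above typical, normal starting fluorescence, not activating the receptor alone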;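 also: compound read alongside a low EC10 to EC30 dose of BAM8-22 agonist; peak minus trough fluorescence over baseline measured at the second addition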
ANO1 activ = activates or potentiates the mouse TMEM16A chloride channel; 340,000 tested, 0.3% active; B-score at 10 µM; AID 623877; Q8BHY3; HEK293 TMEM16A/YFP-H148Q/I152L, iodide quench fluorescence; active compounds read low;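 active = fluorescence-ratio B-score plate-corrected deviation score at least 3 library SD below zero, with starting fluorescence score within 5 deviations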;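 also: channel opened by trigger with iodide after compound preincubation; score built on the fluorescence ratio of max minus min over baseline; more negative score means more quench and so TMEM16A activation or potentiation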
RGS4 block = human RGS4 inhibition; HEK293 M3R/RGS4 inducible, Fluo-4 calcium flux; active compounds read high; triggered by carbachol at its EC20; B-score at 10 µM; 310,000 tested, 0.45% active; AID 463165;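 active = B-score, a plate-corrected calcium signal, over three deviations above library mean, with baseline fluorescence within five deviations of library mean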;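 also: RGS4 expression induced by doxycycline in cells with stable M3 receptor; B-score is computed from the integrated fluorescence ratio over baseline after carbachol; higher B-score means a larger calcium signal and so more RGS4 inhibition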
Target sequence (P49798 whole entry, looked up): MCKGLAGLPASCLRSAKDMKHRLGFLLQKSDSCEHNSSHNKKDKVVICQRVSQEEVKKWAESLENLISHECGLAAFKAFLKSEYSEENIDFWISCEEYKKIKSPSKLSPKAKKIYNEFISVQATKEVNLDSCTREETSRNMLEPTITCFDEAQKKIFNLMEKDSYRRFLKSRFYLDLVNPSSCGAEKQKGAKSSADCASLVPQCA
hERG protect = shields human hERG channel from block by proarrhythmic agents; Q12809; CHO-hERG, FluxOR thallium flux, dofetilide IC70 present; activation (rescue from dofetilide block), less the hit threshold, % at 10 µM; 310,000 tested, 0.51% active; AID 1511;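 active = activation above the mean of controls blocked by dofetilide plus 5 SD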;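 also: thallium influx through hERG after potassium depolarization seen as dye fluorescence rise; in these data hits start at about 4.7%; inactives centre near -7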
KCNQ1 act = potentiators or activators of human KCNQ1 potassium channel; P51787; AID 2648; CHO-K1 KCNQ1, thallium flux FluxOR fluorescence; active compounds read high; 310,000 tested, 0.35% active; B-score at 10 µM;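 active = fluorescence ratio B-score, a plate-corrected score, at least three library SD, with initial intensity B-score within 5 SD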
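Doses: Single concentration per compound, DMSO matched to controls | Test system: KCNQ1-transfected CHO-K1 cells | Timing: 90 min dye loading and 20 min compound exposure, both at room temperature | Measured by: Kinetic FluxOR thallium fluorescence, 10-s 1-Hz baseline, 110-s post-stimulus read | Medium: Assay buffer with matched DMSO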
TMEM16A inh = blocks the mouse calcium-activated chloride channel TMEM16A | Q8BHY3 | HEK293 TMEM16A/YFP iodide influx fluorescence, ionomycin | normalized B-score (activity score, 25-100; higher = stronger inhibition) at 10 µM | 310,000 tested, 1.2% active | AID 588511;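 active = ratio plate-corrected score three or more library SD toward inhibition, starting fluorescence score within five deviations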;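 also: score derived from kinetic fluorescence span divided by baseline fluorescence per well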
KCNK3 inh = human KCNK3 channel inhibition, primary screen; O14649; CHO-KCNK3 thallium flux, FluxOR fluorescence; active compounds read low; B-score at 10 µM; 340,000 tested, 0.84% active; AID 602410;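 active = B-score under library mean minus 4 SD, starting fluorescence ratio at most library mean plus 5 SD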;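 also: more negative B-score means stronger inhibition of thallium flux through KCNK3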
Numbers without * were called inactive; i = inactive; / = not tested or not shown.

Results follow in this order: KCNK9 block | MrgX1 ag | RGS4 act | KCNQ1 inh | MrgX1 allo act | ANO1 activ | RGS4 block | hERG protect | KCNQ1 act | TMEM16A inh | KCNK3 inh
O=C(N/C(=C\c1ccccc1)C(=O)N1CCCCC1)c1ccc(Br)o1
  i | i | i | i | i | i | i | -8 | i | i | i
c1ccc(C2CC(c3cccs3)Nc3nnnn32)cc1 (configuration not stated)
  i | i | i | i | i | i | i | -16 | i | i | i
O=C1CCN(S(=O)(=O)c2ccccc2)CCN1CCOCc1ccc(C(F)(F)F)cc1
  i | i | i | i | i | i | i | -9 | i | i | i
CN(C)S(=O)(=O)c1cccc(C(=O)Nc2n[nH]c(C(F)(F)F)n2)c1
  i | i | i | i | i | i | i | -6 | i | i | i
COc1cccc(NC(=S)Nc2ccc(O)cc2)c1
  i | i | i | i | i | i | i | -10 | i | i | i
Cc1[nH]c2ccc(C(=O)N3CCN(c4ccccn4)CC3)cc2c1C
  i | i | i | i | i | i | i | -6 | i | i | i
O=C(Nc1cccc(NC(=O)c2ccccc2Cl)c1)c1ccc(F)cc1
  i | i | i | i | i | i | i | -5 | i | i | -9.3*
CC(C)(C)[C@@H]1C=C(C(=O)Nc2ccccc2)O[C@H](OCc2ccc(CO)cc2)C1
  i | i | i | i | i | i | i | -6 | i | i | i
CCOc1ccc(N2C(=O)C3ON(C)C(c4ccc([N+](=O)[O-])cc4)C3C2=O)cc1 (configuration not stated)
  i | i | i | i | i | i | i | -13 | i | i | i
O=C1C2C3C=CC([C@@H]2C(=O)N1C1CCCCC1)[C@H]1C(=O)N(C2CCCCC2)C(=O)C31 (some centres not stated)
  i | i | i | i | i | i | i | -4 | i | i | i
CCOP(=O)(OCC)c1nc(-c2ccc(Cl)cc2)oc1NCc1ccccc1
  i | i | i | i | i | i | i | -32 | i | i | i
O=C(Nc1ccc(Cl)c([N+](=O)[O-])c1)Nc1nc2ccccc2s1
  i | i | i | 9* | i | / | i | -9 | i | i | /
NS(=O)(=O)c1ccc(CNC(=O)NC23CC4CC(CC(C4)C2)C3)cc1
  i | i | i | i | i | i | i | -9 | i | i | i
c1ccc(N2CCCCC2)c(NC2=NCCC2)c1
  i | i | i | i | i | i | i | -8 | i | i | i
O=C1Nc2ccc(Cl)cc2C(=O)C1(F)c1ccccc1 (configuration not stated)
  i | i | i | i | i | i | i | -7 | i | i | i
Cn1c(C(=O)N2CCCC(C(=O)N3CCN(C(=O)c4ccco4)CC3)C2)cc2sccc21 (configuration not stated)
  / | i | / | / | i | i | / | / | / | i | i
Cc1ccc(NC(=O)COC(=O)CCc2nc3ccccc3c(=O)[nH]2)c(Br)c1
  i | i | i | i | i | i | i | -16 | i | i | i
COCc1nnc(NC(=O)c2ccc(S(=O)(=O)N3CCCc4ccccc43)cc2)o1
  i | i | i | i | i | i | i | -12 | i | i | i
O=C(CNC(=O)OCc1ccccc1)NCC(=O)N1CCCC1C(=O)OCc1ccccc1 (configuration not stated)
  i | i | i | i | i | i | i | -12 | i | i | i
O=C(NCC1CCCO1)c1cccc(Oc2c(Cl)cccc2[N+](=O)[O-])c1 (configuration not stated)
  i | i | i | i | i | i | i | -9 | i | i | i
Cc1ccoc1C(=O)NCc1occc1C(=O)O
  i | i | i | i | i | i | i | -10 | i | i | i
CCN(CCN1CCCC1)C(=O)c1cc(COc2ccccc2SC)on1
  i | i | i | i | i | i | i | -10 | i | i | i
CC(C)c1ccc(NC(=O)c2cccc(Br)c2)cc1
  -8.8* | i | i | i | i | i | i | -8 | i | i | i
CCOC(=O)c1c(C)c(C(=O)NC(C)COC)c(C)n1CC (configuration not stated)
  i | i | i | i | i | i | i | -4 | i | i | i
COc1ccc(NC(=S)NCCC(c2ccccc2)c2ccccc2)c(OC)c1
  i | i | i | i | i | i | i | -11 | 29* | i | i
O=C1COc2ccc(S(=O)(=O)NCCc3ccccc3)cc2N1
  i | i | i | i | i | i | i | 1 | i | i | i
CCN1CCCC1CNC(=O)C(=O)NC (configuration not stated)
  i | i | i | i | i | i | i | 3 | i | i | i
CCCS(=O)(=O)N1CCCC(C(=O)NCCN(CC)CC)C1 (configuration not stated)
  i | i | i | i | i | i | i | -8 | i | i | i
CC(OC(=O)c1cccnc1)C(=O)NCc1ccc2c(c1)OCO2 (configuration not stated)
  i | i | i | i | i | i | i | -7 | i | i | i
COc1ccc(C)cc1NCc1cc(=O)oc2cc(-c3ccccc3)c(O)cc12
  i | i | i | i | i | i | i | -5 | i | i | i
Cc1nc(C(C)N(C)Cc2c(C(=O)N3CCCCC3)nc3c(C)cccn23)c(C)s1 (configuration not stated)
  i | i | i | i | i | i | i | -9 | i | i | i
Cc1nn(Cc2ccc(Cl)cc2)c(C)c1NC(=O)c1noc2c1CCc1ccccc1-2
  i | i | i | i | i | i | i | -8 | i | i | -8.7*
O=C(Nc1cccc(Cl)c1)c1ccncc1
  i | i | i | i | i | i | i | -2 | i | i | i
CCOc1ccc(N2C(=O)c3cccnc3C2Nc2ccc(C)cc2)cc1 (configuration not stated)
  i | i | i | i | i | i | i | -7 | i | i | i
CCC1CCc2c(sc(NC(C)=O)c2C#N)C1 (configuration not stated)
  i | i | i | i | i | i | i | -5 | i | i | i
COc1ccccc1S(=O)(=O)Cc1ccc(C(=O)NCc2ccc(C)cc2)o1
  i | i | i | i | i | i | i | -4 | i | i | i
O=[N+]([O-])c1ccc(OCCO)nc1
  i | i | i | i | i | i | i | -4 | i | i | i
Cc1ccccc1NC(=O)/C(=C\c1cccs1)NC(=O)c1ccco1
  i | i | i | i | i | i | i | -9 | i | i | i
COc1ccc(C)cc1N(CC(=O)Nc1cccnc1)S(=O)(=O)c1ccccc1
  i | i | i | i | i | i | i | -15 | i | i | i
CCCCC(=O)Nc1ccc2c(c1)C(=O)NC2=O
  i | i | i | i | i | i | i | -4 | i | i | i
CN(CCCOc1ccccc1Br)Cc1ccccc1
  i | i | i | i | i | i | i | 0 | i | i | i
Cc1cc2c(nn1)CCC/C2=N\O
  i | i | i | i | i | i | i | -4 | i | i | i
COc1ccccc1COCC(O)CNCC1(N2CCCCC2)CCCCC1 (configuration not stated)
  i | i | i | i | i | i | i | -5 | i | i | i
CCOC(=O)C(/C=C(\C#N)C(=O)OCC)=C(/N)N1CCN(c2ccccc2)CC1
  i | i | i | i | i | i | i | -9 | i | i | i
S=C(NCCCN1CCOCC1)NCCCN1CCOCC1
  i | i | i | i | i | i | i | -7 | i | i | i
CCOc1ccc(NC(=O)Nc2ccc(Cc3ccncc3)cc2)cc1
  i | i | i | i | i | i | i | -6 | i | i | i
CCOC(=O)c1cc2c(ccn2C)n1CC(=O)N1C(C)CCCC1C (configuration not stated)
  i | i | i | i | i | i | i | -2 | i | i | i
Cn1c(=O)c2c(ncn2CCC(=O)N/N=C/c2cccnc2)n(C)c1=O
  i | i | i | i | i | i | i | -2 | i | i | i
Cc1[nH]c2ccccc2c1C(=O)C(=O)NCc1ccncc1
  i | i | i | i | i | i | i | -4 | i | i | i
CCCCCCCC[n+]1cccc2c3ccccc3ccc21
  -14* | i | -9.9* | 9* | i | i | i | -25 | i | 100* | i
COc1ccc(NC(=O)c2cc(S(=O)(=O)N3CCCCC3)ccc2N2CCCCC2)cn1
  i | i | -7* | i | i | i | i | -13 | i | i | i
COc1ccc(CN2C(=O)CCC2(C)C(=O)NC2CCCCCC2)cc1 (configuration not stated)
  i | i | i | i | i | i | i | -9 | i | i | i
CCC(c1nnnn1Cc1cccs1)N1CCN(C2CCCC2)CC1 (configuration not stated)
  i | i | i | i | i | i | i | -6 | i | i | i
Cc1sc(NC(=O)c2ccc(=O)n(C)n2)nc1-c1ccccc1
  i | i | i | i | i | i | i | -15 | i | i | i
CCCCNC(=S)NC(=O)c1ccc([N+](=O)[O-])cc1
  i | i | i | i | i | i | i | -2 | 10* | i | i
CCCc1nnc(NC(=O)CCC(=O)NCCc2ccc(Cl)cc2)s1
  i | i | i | i | i | i | i | -4 | i | i | i
COc1ccc(/C=C2\SC(=S)N(CC(=O)NCCO)C2=O)cc1
  i | i | i | i | i | i | i | -12 | i | i | i
COc1ccc(NC(=O)c2cccc(N3C(=O)c4ccc(C(=O)Nc5ccc(OC)c(O)c5)cc4C3=O)c2)cc1O
  i | i | i | i | i | i | i | -16 | i | i | i
CCCC(=O)Nc1nnc(SCC(=O)NCc2cccs2)s1
  i | i | i | i | i | i | i | 0 | i | i | i
CC1CC(C)CN(C(=S)NC2CCCCC2)C1 (configuration not stated)
  i | i | i | i | i | i | i | -3 | i | i | i

Next entries:
Results follow in this order: KCNK9 block | MrgX1 ag | RGS4 act | KCNQ1 inh | MrgX1 allo act | ANO1 activ | RGS4 block | hERG protect | KCNQ1 act | TMEM16A inh | KCNK3 inh
Cc1ccc(CNC(=O)CCc2c(C)nn(-c3ccc(N4CCOCC4)nn3)c2C)cc1
  i | i | i | i | i | i | i | -5 | i | i | i
CCOC(=O)[C@@H]1[C@H]2COc3ccccc3[C@@H]2N2C(=O)N(c3ccccc3)C(=O)[C@]12C
  i | i | i | i | i | i | i | -3 | i | i | i
O=C(CC1Sc2ccccc2NC1=O)OCC(=O)N1CCc2ccccc21 (configuration not stated)
  i | i | i | i | i | i | i | -8 | i | i | i
COC(=O)c1cc2ccccc2c(-c2c(OC)c(C(=O)OC)cc3ccccc23)c1OC
  i | i | i | i | i | i | i | -9 | i | i | i
COCCCNc1nc(-c2ccc(Cl)cc2)nc2ccccc12
  i | i | i | i | i | i | i | -10 | i | 25* | i
COC(=O)c1c(C)nc(C)c(C(=O)OC)c1-c1ccc(OC)c(OC)c1
  i | i | i | i | i | i | i | -10 | i | i | i
Nc1c(N2CCCCC2)c2ccccc2oc1=O
  i | i | i | i | i | i | i | -10 | i | i | i
Cc1ccc(F)cc1NC(=O)c1ccc2c(c1)OCO2
  i | i | i | i | i | i | i | -7 | i | i | i

Compound activity: PubChem, Johns Hopkins Ion Channel Center
